TDP1 inh = inhibitors of human tyrosyl-DNA phosphodiesterase TDP1; Q9NUW8; recombinant TDP1, AlphaScreen DNA substrate cleavage; Potency, µM (top dose mostly 130 µM), for the others: at the top dose activity change, negative = inhibition, usual class: inhibitors; actives 0.28% (n = 350,000); AID 485290; note: nearly all actives have a fitted effect of over 40% in size
Target sequence (Q9NUW8 whole entry, looked up): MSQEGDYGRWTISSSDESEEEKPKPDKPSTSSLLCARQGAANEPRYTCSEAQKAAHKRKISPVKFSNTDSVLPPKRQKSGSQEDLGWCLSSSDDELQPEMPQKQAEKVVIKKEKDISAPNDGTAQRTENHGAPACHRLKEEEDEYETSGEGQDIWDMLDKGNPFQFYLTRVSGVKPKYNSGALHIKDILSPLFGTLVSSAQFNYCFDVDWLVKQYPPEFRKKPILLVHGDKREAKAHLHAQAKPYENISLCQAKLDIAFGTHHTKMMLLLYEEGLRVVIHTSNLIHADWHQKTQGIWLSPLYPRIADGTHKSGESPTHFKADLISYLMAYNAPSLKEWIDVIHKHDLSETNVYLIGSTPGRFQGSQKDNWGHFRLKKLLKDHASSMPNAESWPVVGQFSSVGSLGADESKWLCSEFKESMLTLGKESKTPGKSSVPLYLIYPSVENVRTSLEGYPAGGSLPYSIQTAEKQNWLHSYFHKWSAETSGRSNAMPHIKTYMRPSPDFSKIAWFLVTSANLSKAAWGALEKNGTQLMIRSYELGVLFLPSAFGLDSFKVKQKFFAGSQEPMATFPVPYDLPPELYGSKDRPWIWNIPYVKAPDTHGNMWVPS
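Tdp1 1 nM final; 15 min RT w/ cpd; substrate 15 nM, 5 min; beads 10 ug/ml, 10 min; AlphaScreen read. Neg ctrl: no enzyme.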
N370S GC mod = inhibits or activates N370S mutant glucocerebrosidase. AID 2101. P04062. actives 0.092% (n = 330,000). Potency, µM (titrated, usually from 59.4 µM), for inactives: at the highest dose activity change, negative = inhibition, usual class: inhibitors. N370S GC spleen homogenate, 4MU-glucoside fluorescence;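 note: 0% = full enzyme activity and -100% = no enzyme basal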
FEN1 inh = human FEN1 inhibition; Recombinant FEN1 flap cleavage, fluorescence, 15 min; P39748; actives 0.35% (n = 390,000); Potency, µM (series often up to 114 µM), without a hit: at the top dose activity change, negative = inhibition, hits mostly inhibitors; note: nearly all actives have a fitted effect of over 65% in size
Target sequence (P39748 whole entry, looked up): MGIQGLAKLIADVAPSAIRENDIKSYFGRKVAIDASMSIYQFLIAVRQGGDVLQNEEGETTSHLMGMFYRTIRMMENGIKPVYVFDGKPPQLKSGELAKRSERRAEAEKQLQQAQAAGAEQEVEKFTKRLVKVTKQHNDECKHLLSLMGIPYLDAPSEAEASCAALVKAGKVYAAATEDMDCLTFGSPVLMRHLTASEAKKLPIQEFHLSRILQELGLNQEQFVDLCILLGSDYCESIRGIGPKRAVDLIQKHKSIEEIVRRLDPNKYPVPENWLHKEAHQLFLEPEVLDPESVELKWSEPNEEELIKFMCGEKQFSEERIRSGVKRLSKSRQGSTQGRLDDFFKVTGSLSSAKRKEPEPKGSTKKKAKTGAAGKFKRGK
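With each library titrated from low to high concentration, compounds met 10 nM FEN1 for 15 min at room temperature before 50 nM substrate was added; readings at 0 and 15 min fed four-parameter Hill curve fits.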
* hit, by the source's call; u = inconclusive; x = not tested or not shown; & = joins results of further samples; [ ] = dose if it differs, or a comment. Calls come from the whole dose curve; as a rule, active = well fitted curve in the direction sought with a large enough effect; inconclusive = small, poorly fitted or top-dose-only effect, or another doubt; inactive = no such curve, though single readings can be large; an effect the other way counts as inactive or inconclusive. Unless noted, % is set by controls: 0 for no effect and ±100 for the full control effect; potency is the fitted concentration of half-maximal effect.

TDP1 inh	N370S GC mod	FEN1 inh	smiles
1%	x	19%	Nc1ncc(S(=O)(=O)Nc2ccc(F)cc2F)cn1
-11%	-2%	-1%	O=C(C1CCCO1)N1CCN(C(=S)NC2CC2)CC1 (stereo not drawn)
2%	-26%	12%	CCn1cc(C2N3CC4(C)CN2CC(C)(C3)C4=O)c2ccccc21 (stereo not drawn)
-6%	23%	x	Cc1ccc(-c2nc3ccccc3n3c(C)nnc23)cc1
-1%[56.1 µM]	x	13%	Cc1ccc(C(=O)NC(Cc2cccc(F)c2)C(=O)O)cc1 (stereo not drawn)
0%	x	0%	O=C(CCc1ccccc1)N(Cc1cccnc1)c1nc2ccc(F)cc2s1
0%	5%	3%	O=C(Nc1ccon1)c1cccc(S(=O)(=O)N2CCCC2)c1
1%[56.1 µM]	x	4%	CC(C#N)(NC(=O)CN1CCN(S(=O)(=O)c2ccccc2Cl)CC1)C1CC1 (stereo not drawn)
x	-4%	-4%	O=C(NC1CCN(S(=O)(=O)c2ccccc2)CC1)c1ccc(F)cc1
-4%	x	1%	Cc1ccc(C)c(NC(=O)Cn2cc(S(=O)(=O)Cc3cccc(Cl)c3)c3ccccc32)c1
-1%	11%	1%	COc1ccc(NC(=O)c2ccc(-c3ccc(C)c4ccccc34)o2)cc1
3%	-7%	-2%	COc1ccc(CC(=O)Nc2cc(S(=O)(=O)N3CCCCC3)ccc2N2CCN(C)CC2)cc1
2%	-14%	-23%	CCOc1cccc(CNCCO)c1OCc1ccc(Cl)cc1Cl
2%	-1%	-6%	CN1CCN(NC(=O)c2ccc(Cl)c([N+](=O)[O-])c2)CC1
x	-1%	6%	CCCN(C(=O)COC(=O)Cn1c(=O)oc2ccccc21)c1c(N)n(Cc2ccccc2)c(=O)[nH]c1=O
2%	2%	6%	Cc1ccc(C)c(S(=O)(=O)Nc2ccc(C(N)=O)cc2)c1
5%	11%	-4%	CC(=O)NC(=S)Nc1ccccc1F
10%	-21%	x	COc1cc(OC)cc(OC)c1
6%	x	-1%	CCc1ccc(NC(=O)CN2CCN(Cc3ccccc3)S2(=O)=O)cc1
-5%	3%	-3%	Cc1nnc(NC(=O)CCSc2ccc(Cl)cc2)s1
0%	x	3%	CCC1CN(C(=O)Nc2cc(C)ccc2OC)c2cc(Cl)ccc2O1 (stereo not drawn)
8%	-9%	10%	CCSc1nnc(SCC(=O)N2CCN(C(=O)c3ccco3)CC2)s1
-3%	-7%	45µM*	CCN(CC)CCCNC(=O)c1cc2c(-c3ccc(Cl)cc3)nn(C)c2s1
0%	x	4%	O=S(=O)(c1nccs1)N1CCN(c2nc(-c3cccs3)nc3ccccc23)CC1
x	8%	-4%	CC(=O)Nc1ccc(NC(=O)CN2CCN(c3ccccn3)CC2)cc1

Two records drawn at random from those above, as already listed:
TDP1 inh	N370S GC mod	FEN1 inh	smiles
-1%[56.1 µM]	x	13%	Cc1ccc(C(=O)NC(Cc2cccc(F)c2)C(=O)O)cc1 (stereo not drawn)
-11%	-2%	-1%	O=C(C1CCCO1)N1CCN(C(=S)NC2CC2)CC1 (stereo not drawn)

(next part)
TDP1 inh	N370S GC mod	FEN1 inh	smiles
0%	-13%	x	Cc1cccc(-n2c(N)cc(=O)nc2SCC(=O)Nc2nnc(CC(C)C)s2)c1
4%	-3%	-7%	CCCCOCC1CC(CC#CCN2CCCCC2)C(=O)O1 (stereo not drawn)
4%	x	-13%	Cc1ccc(S(=O)(=O)CCC(=O)Nc2ccccc2N2CCCC2)cc1
5%	-4%	-1%	Cc1ccc2c(c1)N(CC(=O)NCC1CCCO1)C(=O)C(C)O2 (stereo not drawn)
0%	-6%	13%	CCOC(=O)c1sc(NC(=O)C2CC(=O)N(c3ccccc3C)C2)nc1C (stereo not drawn)
9%	-10%	-6%	O=C(c1cccc(F)c1)N1CCN(C(=O)C(c2ccccc2)c2ccccc2)CC1
-1%	u	-6%	Cc1ccc(NC(=O)c2cccc3cccnc23)cc1
3%	4%	6%	N/C(=N/OS(=O)(=O)c1ccc([N+](=O)[O-])cc1)c1ccncc1
-5%	2%	-17%	C=CCOc1c(Cl)cc(/C=N/O)cc1OC
5%	-1%	2%	CS(=O)(=O)N1N=C(c2cccs2)CC1c1ccccc1O (stereo not drawn)
1%	-17%	15%	O=C(NCc1ccccn1)Nc1ccccc1C(F)(F)F
6%	-10%	-7%	CCOC(=O)N1CCC(NC(=O)C2CCN(C(=O)N3CCOc4ccccc43)CC2)CC1
-14%	-25%	x	Cc1cnc(CNc2nc(-c3cccnc3)nc3ccccc23)cn1
x	-7%	18%	N#Cc1ccc(CN2C=NS(=O)(=O)c3ccccc32)cc1
0%	5%	4%	Cc1ccc(NC2=NCCCCC2)cc1C
10%[56.1 µM]	-8%	x	CC1(C)C(OC(=O)CCC(=O)O)CC[C@]2(C)C1CC[C@@]1(C)C2C(=O)C=C2[C@@H]3C[C@@](C)(C(=O)O)CC[C@]3(C)CCC21C (stereo partly drawn)
-1%	7%	0%	COC(=O)c1cn(CC(=O)Nc2ccc(F)cc2)c2ccccc12
0%	x	22%	Cc1ccc(S(=O)(=O)c2nc(-c3ccccc3)oc2N2CCN(c3ccccc3)CC2)cc1
5%	-13%	1%	Cn1cccc1CC(=O)NNC(=S)Nc1ccc(Cl)cc1Cl
3%	0%	8%	CCC(C(=O)N1CCN(C(=O)c2ccco2)CC1)n1sc2ccccc2c1=O (stereo not drawn)
3%	x	-6%	COc1ccc(-c2nn3c(=O)cc(CN4CCN(C(=O)c5ccc(C(C)(C)C)cc5)CC4)nc3s2)cc1
4%	x	6%	CCn1cc(S(=O)(=O)c2ccccc2)c(=O)c2cc(F)c(N3CCN(c4ccccc4)CC3)cc21
0%	0%	-5%	CNc1cc(C)nc(N2CCOCC2)n1
4%	-8%	x	COc1cc2[nH]c(=S)nc(NC3CCCC3)c2cc1OC
5%	-18%	17%	COCCn1c(=O)c2c(nc3n2CC(C)CN3Cc2ccccc2)n(C)c1=O (stereo not drawn)

An excerpt taken from the entries so far:
TDP1 inh	N370S GC mod	FEN1 inh	smiles
0%	-13%	x	Cc1cccc(-n2c(N)cc(=O)nc2SCC(=O)Nc2nnc(CC(C)C)s2)c1
4%	-3%	-7%	CCCCOCC1CC(CC#CCN2CCCCC2)C(=O)O1 (stereo not drawn)
4%	x	-13%	Cc1ccc(S(=O)(=O)CCC(=O)Nc2ccccc2N2CCCC2)cc1
5%	-4%	-1%	Cc1ccc2c(c1)N(CC(=O)NCC1CCCO1)C(=O)C(C)O2 (stereo not drawn)
0%	-6%	13%	CCOC(=O)c1sc(NC(=O)C2CC(=O)N(c3ccccc3C)C2)nc1C (stereo not drawn)
9%	-10%	-6%	O=C(c1cccc(F)c1)N1CCN(C(=O)C(c2ccccc2)c2ccccc2)CC1
-1%	u	-6%	Cc1ccc(NC(=O)c2cccc3cccnc23)cc1
3%	4%	6%	N/C(=N/OS(=O)(=O)c1ccc([N+](=O)[O-])cc1)c1ccncc1
-5%	2%	-17%	C=CCOc1c(Cl)cc(/C=N/O)cc1OC
5%	-1%	2%	CS(=O)(=O)N1N=C(c2cccs2)CC1c1ccccc1O (stereo not drawn)
1%	-17%	15%	O=C(NCc1ccccn1)Nc1ccccc1C(F)(F)F
6%	-10%	-7%	CCOC(=O)N1CCC(NC(=O)C2CCN(C(=O)N3CCOc4ccccc43)CC2)CC1
-14%	-25%	x	Cc1cnc(CNc2nc(-c3cccnc3)nc3ccccc23)cn1
x	-7%	18%	N#Cc1ccc(CN2C=NS(=O)(=O)c3ccccc32)cc1
0%	5%	4%	Cc1ccc(NC2=NCCCCC2)cc1C

(continued)
TDP1 inh	N370S GC mod	FEN1 inh	smiles
-1%	x	0%	Cc1ccc(C)c(NC(=O)CN(C)C(=O)c2cc3ccccc3oc2=O)c1
-1%[12.3 µM]	-9%[12.8 µM]	-5%	COCCN1C(=O)N[C@@H](c2cccc(C(F)(F)F)c2)[C@H](C(C)=O)[C@H]1C
0%	6%	1%	Cc1ccc2nc(-c3cccc(N)c3)oc2c1
7%	-4%	u	COc1ccc(NC(=O)CSc2nc3ccccc3nc2N2CCOCC2)c(OC)c1
-18%	x	-8%	COc1ccc(NC(=O)COC(=O)c2ccc3c(c2)OCO3)c(OC)c1
5%[56.1 µM]	u	-24%	O=C(c1cc2ccccc2o1)N1CCN(C/C=C/c2ccccc2)CC1
4%	-18%	0%	CCOc1ccc(N(C(=O)/C=C/C(=O)Nc2cc(C)on2)C(C(=O)NC2CCCC2)c2ccccc2C)cc1 (stereo not drawn)
0%	-2%	-6%	NC(=S)N/N=C/c1ccccc1
-2%	-21%	7%	CCOC(=O)C1(CCOC)CCN(Cc2nc(C(C)C)cs2)CC1
1%	x	-8%	O=C(O)c1cccc2sc3cc(Cl)ccc3c(=O)c12
3%	-3%	15%	Cc1ccc(S(=O)(=O)N(C)C)cc1NC(=O)COC(=O)c1ccc2c(c1)NC(=O)CS2
7%	x	13%	COc1ccc(C(=O)c2cn(Cc3cccc(C)c3)c3cc4c(cc3c2=O)OCO4)cc1
1%	-11%	-28%	O=C(N/N=C/c1cccnc1)c1cc(-c2ccc(Br)cc2)nc2ccccc12
x	0%	-2%	CCc1cc(=O)oc2cc(OCc3ccc(C(=O)O)o3)ccc12
0%	24%	-3%	CCC1C=C(c2ccccc2)C=CN=C1N(CC)CC (stereo not drawn)
5%	5%	1%	Cc1cccc(C)c1NC(=O)NNC(=O)c1cc(C(C)(C)C)nn1Cc1ccccc1
0%	x	31%	CC(=O)Nc1ccc(C(=O)COC(=O)Cc2ccsc2)c(F)c1
0%	x	14%	CCOC(=O)C1CCN(C(=O)c2cc(-c3ccncc3)nc3ccccc23)CC1
3%	-10%	11%	Cc1ccc([N+](=O)[O-])cc1S(=O)(=O)NCCc1c(C)[nH]c2ccccc12
3%	-2%	-4%	O=c1c2ccccc2c(/C=N/NS(=O)(=O)c2ccccc2)c(O)n1-c1ccccn1
x	u	-9%	CCOC(=O)c1c(NC(=O)c2ccco2)sc2c1CCCCC2
8%	x	-1%	COc1cc(C(=O)NC(c2ccc(Cl)cc2)c2cc(Cl)c3cccnc3c2O)cc(OC)c1OC (stereo not drawn)
1%	-7%	-1%	N#CC1(NC(=O)COC(=O)CCCN=C2NS(=O)(=O)c3ccccc32)CCCCC1
6%	1%	2%	CC(C(=O)O)c1cccc(Oc2ccccc2)c1 (stereo not drawn)
5%	x	12%	O=C(CSC1=Nc2ccccc2N=C(c2ccc(F)cc2)C1)Nc1ccccc1
7%	-17%	-1%	O=S(=O)(NCC(c1cccnc1)N1CCN(c2ccccc2F)CC1)c1cccs1 (stereo not drawn)
-4%	-2%	-1%	COCC(C)NS(=O)(=O)c1ccccc1 (stereo not drawn)
3%	-7%	4%	COc1ccc(/C=C/C(=O)NCc2c(C)nn(C)c2C)cc1COc1ccc(Br)cc1
1%	9%	15%	Cc1ccccc1NC(=O)C1C2/C=C\CCCCC21 (stereo not drawn)
x	-6%	0%	COc1ccc(CCNC(=O)c2ccc(Br)cc2)cc1
-12%	u	-3%	CC(C)c1ccc(/C=C2\SC(=S)N(CCC(=O)NCCCn3ccnc3)C2=O)cc1
-3%	1%	-1%	COc1ccccc1NC(=O)Cc1nn(C)c(=O)c2ccccc12
1%	4%	21%	Cc1ccc(C(=O)NCCc2ccccc2)cc1N1CCCC1=O
5%	x	22%	CCn1c(=O)c(=O)n(CC)c2cc(N3CCCCC3)c(NC(=O)c3cccc(OC)c3)cc21
1%	-18%	-3%	Cc1cccc(NC(=O)C2CCCN(C(=O)Nc3ccccc3)C2)c1C (stereo not drawn)
8%	12%	-4%	O=C(NCc1ccc(Cl)cc1)c1n[nH]c([N+](=O)[O-])c1Cl
0%	-12%	-1%	O=C(NNS(=O)(=O)c1ccc2ccccc2c1)c1cccnc1
-4%	-10%	-10%	O=C1CC(N2CCN(c3ccccc3Cl)CC2)C(=O)N1c1ccccc1 (stereo not drawn)
-1%	1%	9%	COc1cc(/C=N/NC(=O)c2cccnc2)ccc1OCC(=O)Nc1ccccc1Cl
-8%	x	20%	Cc1ccc(COC(=O)c2[nH]c3c(c2C)C(=O)CC(c2ccc(Cl)cc2)C3)cc1 (stereo not drawn)
7%	-14%	-18%	Cc1ccnc(N2CCN(C(=O)CSc3nc4ccccc4nc3N3CCCCC3)CC2)c1
0%	-1%	-8%	O=C(CCSc1ccc(Cl)cc1)NN=C1CCCCCC1
3%	-12%	-1%	COc1ccccc1CN1C(=O)CNC1=S
10%	6%	-1%	CN(CC(=O)Nc1ccc(F)cc1[N+](=O)[O-])Cc1ccccc1
3%	1%	11%	CC(NCc1ccc2c(c1)OCO2)C(=O)NC1CCCCC1 (stereo not drawn)
x	0%	-4%	O=C(CCNC(=O)c1ccc(Br)cc1)Nc1cc(Cl)ccc1-n1cncn1
-6%	-2%	-7%	CS(=O)(=O)NCCSCc1c(F)cccc1Cl
2%	10%	-6%	CC(C)NC(=O)C1CCCN(S(=O)(=O)c2cccs2)C1 (stereo not drawn)
-10%	4%	5%	O=C(COC(=O)c1cnc(Cl)c(Cl)c1)NCc1ccco1
9%	22%	1%	C=CCn1c(C)cc(C(=O)CSc2nnc(NCc3ccccc3)s2)c1C
5%	-9%	-8%&-13%	Cc1ccc(NS(=O)(=O)c2c(C)[nH]c(=O)[nH]c2=O)c(C)c1
1%	x	-10%	COc1ccc(NC(=O)CN2C(=O)NC3(CCCC3)C2=O)cc1S(=O)(=O)N1CCCCC1

Screening data (PubChem)
